# Bioassay records from PubChem.
# HttQ103 aggreg – reduces HttQ103-GFP aggregates in PC12 cells | PC12 HttQ103-GFP aggregates, Acumen cytometry, 40 h | Potency, µM (series often up to 46.1 µM), inactives show at the top dose activity change, negative = inhibition, actives largely listed as inhibitors | hit rate 1.1% among 220,000; further: potency means the concentration at half of the fitted maximal effect; on the % scale 0 is the no-effect control and ±100 the full control effect; nearly all actives have a fitted effect of over 60% in size
#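 Read-out: GFP aggregate count by laser scanning cytometer (488 nm excitation, 500-530 nm emission, 1–25 µm objects >6 SD above background). Cells: PC12, inducible HTTex1-Q103-GFP, 100 nM tebufenozide; compounds titrated.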
# Lamin A splicing – modulators of lamin A splicing | HeLa LMNA splicing GFP/RFP minigene ratio, 48 h | Potency, µM (doses to about 46.1 µM), for inactives: at the top dose ratio change, negative = inhibition, most hits filed as inhibitors | hit rate 0.01% among 200,000; active means well fitted inhibition curve with a large enough effect in the signal ratio, with a control signal flat, not every such curve was filed as active; inconclusive means small, poorly fitted or top-dose-only effect, or effect the other way, or a change in a side signal; the % refers to the signal ratio; further: potency means the concentration at half of the fitted maximal effect; on the % scale 0 is the no-effect control and ±100 the full control effect
#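 S3 HeLa stable clones carrying a lamin A-EGFP splicing minigene plus DsRed2 were seeded at 600 cells/well in Opti-MEM with 2% FBS, pin-dosed and incubated 48 h at 37°C. Acumen cytometry (488 nm) gave the GFP/RFP total-intensity ratio.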
# GAA spleen mod – inhibitors or activators of human alpha-glucosidase in spleen homogenate; P10253; human spleen homogenate, 4-MU-alpha-glucoside fluorescence; Potency, µM (highest dose often 79.9 µM), without a hit: at the highest dose activity change, negative = inhibition, actives largely listed as inhibitors; hit rate 0.006% among 240,000; AID 2112;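 further: potency means the concentration at half of the fitted maximal effect; 0% = enzyme with vehicle and -100% = no enzyme basal signal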
#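 Human spleen homogenate (1 ug) incubated with compounds and 1 mM 4-methylumbelliferyl-alpha-D-glucopyranoside in pH 5.0 citrate/phosphate buffer, 37 C, 40 min. Stopped at pH 10; 4-MU fluorescence (Ex 365/Em 440 nm); AC50 by Hill fit.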
# GAA glycogen – GAA glycogen-cleavage inhibition or activation; P10253; recombinant GAA, glycogen substrate, Amplex Red glucose oxidase fluorescence; Potency, µM (top dose mostly 76.4 µM), for inactives: top-dose activity change, negative = inhibition, actives largely listed as inhibitors; hit rate 0.38% among 300,000; AID 2100;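 further: potency means the concentration at half of the fitted maximal effect; 0% = full enzyme reaction and -100% = no-enzyme basal signal; the screen sought inhibitors and activators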
#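 qHTS, 1536-well; enzyme 4 nM final; cpd up to 77 uM; substrate bovine liver glycogen 30 ug; 50 mM citrate/phosphate pH 5.0, 0.01% Tween-20; 37 C, 40 min; Amplex Red detection 45 min RT; Hill fit → AC50.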
# CBFb RUNX1 block – blocks binding between human CBF-beta and RUNX1; Q01196+Q13951; AlphaScreen CBFb-His/RUNX1-biotin binding, biochemical; 230,000 tested, under 10 active; AID 1477; Potency, µM (highest dose often 59.8 µM), for inactives: at the top dose activity, negative = inhibition, actives largely listed as inhibitors; further: % of control where 0% means no effect
# Target sequence (Q01196 whole entry, looked up): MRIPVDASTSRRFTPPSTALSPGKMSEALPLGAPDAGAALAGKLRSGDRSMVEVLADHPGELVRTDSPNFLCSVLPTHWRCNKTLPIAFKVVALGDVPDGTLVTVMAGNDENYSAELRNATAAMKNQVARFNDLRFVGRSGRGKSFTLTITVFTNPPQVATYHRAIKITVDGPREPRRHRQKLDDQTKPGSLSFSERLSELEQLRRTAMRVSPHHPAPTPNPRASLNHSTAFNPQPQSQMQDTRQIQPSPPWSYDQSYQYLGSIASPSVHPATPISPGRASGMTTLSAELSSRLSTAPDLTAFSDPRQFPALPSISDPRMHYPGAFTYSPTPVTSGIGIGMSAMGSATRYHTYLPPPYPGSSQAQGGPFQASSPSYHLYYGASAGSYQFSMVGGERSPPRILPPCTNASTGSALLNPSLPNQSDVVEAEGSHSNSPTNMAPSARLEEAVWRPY
# Target sequence (Q13951 whole entry, looked up): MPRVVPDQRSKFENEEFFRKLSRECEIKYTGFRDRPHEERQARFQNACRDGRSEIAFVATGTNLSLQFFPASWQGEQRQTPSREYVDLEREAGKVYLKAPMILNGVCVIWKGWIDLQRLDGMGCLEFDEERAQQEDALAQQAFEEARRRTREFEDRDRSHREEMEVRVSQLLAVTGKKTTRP
#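 Interaction loss through any mechanism counts as activity. Pre-formed complex of His-CBF-beta and biotin-RUNX1 (30 nM apiece) is incubated with compound 15 min, then with 50 ng nickel and 50 ng streptavidin beads for 90 min before AlphaScreen detection.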
# HTT ATP protect – protects HTT-Q103 PC12 cells, measured by ATP | Potency, µM (doses to about 56.4 µM), for the others: cytoprotection (ATP increase), actives largely listed as activators | PC12 HTT-Q103 induced, cytoprotection, ATP luminescence, 40 h | AID 1471 | hit rate 0.14% among 230,000;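 further: potency means the concentration at half of the fitted maximal effect; % of control where 0% means no effect; nearly all actives have a fitted effect of over 45% in size; toxic huntingtin expression switched on by the ecdysone agonist tebufenozide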
#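 Quantitative HTS on tebufenozide-induced (100 nM) PC12 cells expressing HTTQ103 exon 1–GFP; compounds tested as a concentration series; survival measured via cellular ATP.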
# GAA inh – blocks human lysosomal alpha-glucosidase; purified human GAA, 4-MU-alpha-glucoside fluorescence; P10253; hit rate 0.005% among 200,000; Potency, µM (doses to about 76.9 µM), for inactives: top-dose activity change, negative = inhibition, actives largely listed as inhibitors;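 further: potency means the concentration at half of the fitted maximal effect; plate controls were uninhibited enzyme wells for no effect and no-enzyme background for full effect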
#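 Fluorescence at Ex 365/Em 440 nm from 4-methylumbelliferone reported enzyme activity after 20 min at room temperature. Reactions used 4 nM enzyme and 400 uM substrate at pH 5.0; curves fitted with the Hill equation.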
# Starred values were filed as active, the others as inactive; ? = inconclusive; . = no result given; [ ] = remark or other dose. Unless noted, the call rests on the fitted dose curve; in most records, active means well fitted curve in the direction sought with a large enough effect; inconclusive means small, poorly fitted or top-dose-only effect, or another doubt; inactive means no such curve, though single readings can be large; an effect the other way counts as inactive or inconclusive.
No.	canonical_smiles	HttQ103 aggreg	Lamin A splicing	GAA spleen mod	GAA glycogen	CBFb RUNX1 block	HTT ATP protect	GAA inh
1	O=C(COc1ccccc1)NNC1=NS(=O)(=O)c2ccccc21	-4.1%	-2.4%[46 µM]	2.9%	-3.0%	0.4%	-67.2%[inhibitor]	-2.3%
2	CCCn1c(C)cc(C(=O)Cn2nnc3ccccc3c2=O)c1C	6.3%	.	0.6%	7.0%	-5.8%	-34.0%[10 µM]	-5.3%
3	CCCCCOC(=O)C1=C(C)NC(=O)NC1c1ccccc1OCC (stereo not drawn)	-28.3%	?	-26.3%	-4.2%	5.9%	-0.1%	?
4	Cc1c(C(=O)Nc2cccc(Cl)c2)c2ccccn2c1CCc1ccncc1	27.8%	?	2.1%	-11.1%	-7.4%	-8.2%[10 µM]	8.6%
5	N#Cc1ccccc1-c1cncnc1NCc1cccnc1	.	-8.1%	2.5%	.	.	-28.2%	.
6	O=C(CSc1nc2ccccc2[nH]1)Nc1c(F)cccc1F	9.6%	11.3%	7.0%	-5.3%	1.1%	-17.1%	0.4%
7	CSc1ccccc1NC(=O)c1ccc(CN2CCOCC2)cc1	15.4%	9.0%[46 µM]	-0.2%	-3.7%	5.4%	.	-6.0%
8	Nc1nnc(-c2cn(-c3ccccc3)nc2-c2ccc(Cl)cc2)o1	22.4%[9.22 µM]	.	1.0%	11.9%	-0.2%	3.2%[10 µM]	2.9%
9	O=C(CN1CCOCC1)NC1CC2CCC1C2 (stereo not drawn)	5.5%	18.8%	-9.0%	11.6%	5.1%	15.5%[10 µM]	1.1%
10	CC(/C=N/Nc1nc2ccccc2[nH]1)=C\c1ccccc1	5.0%	?	-10.7%	?	-4.1%	-24.8%[10 µM]	-6.9%
11	Cc1nc(Nc2ccc(F)cc2)[nH]c(=O)c1CCC(C)C	-11.8%	?	-0.1%	-1.1%	25.3%	18.0%[10 µM]	-0.8%
12	Cn1c(=O)[nH]c(Nc2ccccc2)c([N+](=O)[O-])c1=O	-0.4%	9.3%[46 µM]	7.6%	-2.5%	11.5%	.	3.4%

# 2 entries picked at random from those above:
No.	canonical_smiles	HttQ103 aggreg	Lamin A splicing	GAA spleen mod	GAA glycogen	CBFb RUNX1 block	HTT ATP protect	GAA inh
10	CC(/C=N/Nc1nc2ccccc2[nH]1)=C\c1ccccc1	5.0%	?	-10.7%	?	-4.1%	-24.8%[10 µM]	-6.9%
3	CCCCCOC(=O)C1=C(C)NC(=O)NC1c1ccccc1OCC (stereo not drawn)	-28.3%	?	-26.3%	-4.2%	5.9%	-0.1%	?

# The listing picks up, starting 7 compounds before the break.
No.	canonical_smiles	HttQ103 aggreg	Lamin A splicing	GAA spleen mod	GAA glycogen	CBFb RUNX1 block	HTT ATP protect	GAA inh
6	O=C(CSc1nc2ccccc2[nH]1)Nc1c(F)cccc1F	9.6%	11.3%	7.0%	-5.3%	1.1%	-17.1%	0.4%
7	CSc1ccccc1NC(=O)c1ccc(CN2CCOCC2)cc1	15.4%	9.0%[46 µM]	-0.2%	-3.7%	5.4%	.	-6.0%
8	Nc1nnc(-c2cn(-c3ccccc3)nc2-c2ccc(Cl)cc2)o1	22.4%[9.22 µM]	.	1.0%	11.9%	-0.2%	3.2%[10 µM]	2.9%
9	O=C(CN1CCOCC1)NC1CC2CCC1C2 (stereo not drawn)	5.5%	18.8%	-9.0%	11.6%	5.1%	15.5%[10 µM]	1.1%
10	CC(/C=N/Nc1nc2ccccc2[nH]1)=C\c1ccccc1	5.0%	?	-10.7%	?	-4.1%	-24.8%[10 µM]	-6.9%
11	Cc1nc(Nc2ccc(F)cc2)[nH]c(=O)c1CCC(C)C	-11.8%	?	-0.1%	-1.1%	25.3%	18.0%[10 µM]	-0.8%
12	Cn1c(=O)[nH]c(Nc2ccccc2)c([N+](=O)[O-])c1=O	-0.4%	9.3%[46 µM]	7.6%	-2.5%	11.5%	.	3.4%
13	Cc1ccc(C(=O)N/C(=C\c2ccccc2)C(=O)NCC2CCCO2)cc1 (stereo not drawn)	-12.3%	-9.9%	1.0%	-4.4%	4.9%	-2.3%[10 µM]	?
14	CCCn1nnnc1NCc1ccc(N2CCCC2)cc1	-6.1%	-10.4%	-2.9%	?	-0.4%	-9.6%[10 µM]	3.1%
15	CC1=CCC(C(=O)O)(C(=O)N/N=C/c2cccs2)C(c2ccc(Cl)cc2)C1 (stereo not drawn)	-1.1%	-2.9%	-14.8%	-6.8%	-1.5%	2.5%	?
16	COc1ccc(OC)c(Nc2cc(C(=O)NCCCN3CCOCC3)c3ccccc3n2)c1	12.1%	3.9%	-1.0%	-1.2%	-12.1%	-19.7%	-2.5%
17	CC(C)CC(NC(N)=O)C(=O)Nc1ccc2c(c1)OCO2 (stereo not drawn)	-3.3%	?	6.7%	3.6%	?	-35.0%[inhibitor]	-0.9%
18	CCC1CCCN1Cn1cnc2c([nH]c3ccccc32)c1=O (stereo not drawn)	13.6%	5.7%	-5.4%	10.3%	-1.1%	-1.4%	1.5%
19	COC(=O)C(C(=O)OC)C(C[N+](=O)[O-])c1ccc(OC)c(OC)c1 (stereo not drawn)	6.3%	13.1%	-1.1%	-4.1%	-2.0%	19.9%	-6.3%
20	Cc1cc(CNC(=O)C(C)n2cc([N+](=O)[O-])cn2)c2ccccc2n1 (stereo not drawn)	-3.1%	.	-10.8%	-2.5%	1.0%	-31.7%[inhibitor]	-1.2%
21	CC1=CC2=NC(=O)/C(=C\c3ccc(OC(=O)c4ccco4)cc3)C(=N)N2O1	-2.4%	.	-2.8%	2.0%	2.9%	-16.7%	3.5%
22	Cc1ccc(S(=O)(=O)N(CC(=O)NCc2ccco2)Cc2ccc(F)cc2)cc1	2.5%	2.3%	5.8%	5.6%	0.4%	-12.1%	4.0%
23	CC(=O)Nc1ccc(C)c(NS(=O)(=O)c2cccc(C(F)(F)F)c2)c1	-0.3%[9.22 µM]	4.4%[46 µM]	-3.1%	-8.1%	11.0%	-2.2%[10 µM]	3.0%
24	O=C(NCc1ccccc1)C1CCN(C(=O)NCc2ccccc2)CC1	-4.9%	1.2%	1.6%	7.2%	-1.4%	12.8%	2.1%
25	COc1ccc(CCC(C)Nc2cccc(C)c2)cc1 (stereo not drawn)	20.6%	8.9%	-1.6%	-11.1%	2.7%	16.2%	?
26	O=P(/C(=N/O)Sc1ccccc1)(N1CCOCC1)N1CCOCC1	22.6%	7.9%	-6.6%	-0.9%	4.3%	9.7%	-3.6%
27	NC(=O)CN1C(=O)C(O)(CC(=O)c2ccccc2O)c2ccccc21 (stereo not drawn)	-14.3%	-14.2%	-12.6%	-5.4%	-0.2%	0.0%[10 µM]	-7.9%
28	Cc1ccccc1C(=O)NC(=S)Nc1sc2c(c1C#N)CCC(C)C2 (stereo not drawn)	-21.3%	26.0%	-1.0%	-18.4%	-6.9%	-7.9%	0.9%
29	CN(C)c1ccc(P(=O)(OCc2ccccc2)C(O)c2ccc(Br)cc2)cc1 (stereo not drawn)	-10.3%[9.22 µM]	.	-1.2%	6.4%	-9.6%	7.0%[10 µM]	.
30	Cc1ccc(C(=O)NC(NC(=S)Nc2ccc(S(N)(=O)=O)cc2)C(Cl)(Cl)Cl)cc1 (stereo not drawn)	9.0%	?	-14.7%	-14.1%	15.8%	6.2%[10 µM]	-2.2%
31	COc1ccccc1C(=O)C1CCCN(C(=O)c2snnc2C)C1 (stereo not drawn)	12.2%[9.22 µM]	.	-4.0%	-0.3%	5.2%	-4.9%[10 µM]	.
32	CC(C)NC(=O)c1onc(CSc2cccc3ccccc23)c1C(=O)O	-26.1%	?	-9.6%	10.7%	-7.5%	-7.1%	5.5%
33	Cn1cccc1Cc1nnc(SCC(=O)Nc2ccccc2F)n1-c1ccc(F)cc1	20.2%	-3.8%	-3.0%	-5.2%	-9.1%	21.0%[10 µM]	2.6%
34	Cc1nc2cc(C(=O)O)ccc2n1-c1ccc(F)cc1F	-23.9%	11.7%	-3.8%	-3.3%	8.5%	25.1%[10 µM]	8.2%
35	CCCCCn1c(CCNC(=O)CCC)nc2ccccc21	6.1%	-9.5%	-11.3%	-2.8%	4.2%	7.1%	0.7%
36	COc1cccc(NC(=O)Cn2c(=O)n(CC3CCCO3)c(=O)c3ccccc32)c1 (stereo not drawn)	25.9%	-13.3%	-8.4%	-2.4%	1.2%	-15.4%	-11.1%
37	COc1cccc(C(=O)Oc2ccccc2/C=C\C(=O)c2cc3ccccc3o2)c1	5.0%	?	-0.7%	3.5%	-12.0%	15.8%[10 µM]	-2.7%
38	O=C(NCc1cccnc1)c1cccc2c1C(=O)N(C1CCCCC1)C2	-2.1%	-8.6%	-1.4%	0.2%	3.9%	-1.8%[10 µM]	-8.2%
39	O=C(Nc1nc2c(s1)CCCC2=O)c1cnccn1	-18.2%	0.1%	-3.4%	-8.2%	5.1%	-9.1%[10 µM]	-4.3%
40	O=C(CN1CCCc2ccccc21)NCCc1ccc(F)cc1	-16.1%	.	-16.2%	4.9%	11.5%	-67.4%[inhibitor]	-6.5%
41	CC1(C)CC(NC(=O)C23CCC(C)(/C(=N/O)C2)C3(C)C)CC(C)(C)N1 (stereo not drawn)	18.4%	0.6%	-0.9%	-0.2%	3.7%	2.9%	-13.2%
42	O=C(c1ccc(COc2ccccc2Cl)o1)N1N=C(C(F)F)CC1(O)C(F)F (stereo not drawn)	-10.0%	?	-1.5%	3.6%	0.5%	.	1.8%
43	COc1ccc(Br)cc1S(=O)(=O)Nc1cccc(C)n1	7.6%[9.22 µM]	.	-2.5%	-1.7%	0.7%	14.1%[10 µM]	?
